From PubChem BioAssay
TSHR antagonist = antagonists of human thyroid stimulating hormone receptor; P16473; TSHR-expressing cells, TSH-stimulated cAMP HTRF, 2 h; active compounds read low; activity change, negative = inhibition, % at 11.5 µM; actives 0.2% (n = 330,000);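 active = activity change below a set negative limit, meaning inhibition stronger than a set level, cut at about -70% in these data; inconclusive = activity change between two set negative limits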; also: % is scaled to controls: 0 for no effect and ±100 for the full control effect
Target sequence (P16473 whole entry, looked up): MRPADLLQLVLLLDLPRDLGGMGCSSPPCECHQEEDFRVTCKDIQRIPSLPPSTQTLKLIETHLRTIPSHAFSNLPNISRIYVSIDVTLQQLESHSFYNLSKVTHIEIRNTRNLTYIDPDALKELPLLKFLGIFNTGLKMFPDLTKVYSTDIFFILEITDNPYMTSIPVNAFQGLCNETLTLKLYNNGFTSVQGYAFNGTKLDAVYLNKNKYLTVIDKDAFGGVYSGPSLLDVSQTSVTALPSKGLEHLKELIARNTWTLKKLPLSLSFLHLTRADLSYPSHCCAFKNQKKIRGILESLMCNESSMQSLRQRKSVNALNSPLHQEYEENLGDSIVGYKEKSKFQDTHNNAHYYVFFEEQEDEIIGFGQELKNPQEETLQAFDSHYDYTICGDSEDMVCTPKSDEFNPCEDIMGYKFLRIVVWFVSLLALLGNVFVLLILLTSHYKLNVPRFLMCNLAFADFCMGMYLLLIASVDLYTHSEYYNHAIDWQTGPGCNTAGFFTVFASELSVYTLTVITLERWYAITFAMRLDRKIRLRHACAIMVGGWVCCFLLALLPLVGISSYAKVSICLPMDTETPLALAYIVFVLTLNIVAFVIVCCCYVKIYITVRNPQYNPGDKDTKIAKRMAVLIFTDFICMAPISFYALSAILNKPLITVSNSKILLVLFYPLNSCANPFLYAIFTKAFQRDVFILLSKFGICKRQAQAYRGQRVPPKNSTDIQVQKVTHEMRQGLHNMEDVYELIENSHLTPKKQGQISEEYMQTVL
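Antagonism was scored as loss of TSH-driven cAMP in TSHR cells, stimulated with 4nM TSH (EC80) for 2 hours at 37 deg C and detected by homogeneous HTRF competition immunoassay.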
USP2a inh = blocks human ubiquitin-specific protease USP2a. AID 463254. actives 0.01% (n = 330,000). Potency, µM (doses to about 38.3 µM), for the others: at the highest dose activity change, negative = inhibition, hits mostly inhibitors. O75604. USP2 core, Ub-CHOP2 coupled fluorogenic reporter, 485/531;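 also: potency is read from the fitted curve at half-maximal effect; plate controls were DMSO wells for no effect and full inhibition by NEM control for full effect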
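USP2 core (10nM final) preincubated 30min RT with compound in 20mM Tris-HCl pH 8.0, 2mM CaCl2, 2mM beta-mercaptoethanol, 0.05% CHAPS; 25nM Ub-CHOP2 plus 25nM reporter substrate added, fluorescence (Ex485/Em531) read after 60min.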
Menin-MLL TR inh = inhibitors of human menin-MLL interaction, mutant MLL peptide. O00255. Menin + Texas Red MLL mutant peptide, fluorescence polarization. Potency, µM (series often up to 61.6 µM), for the others: at the top dose FP activity change, negative = inhibition, hits mostly inhibitors. actives 0.23% (n = 270,000); active = well fitted inhibition curve with a large enough effect in the polarisation, with a control signal flat, not every such curve was filed as active; inconclusive = small, poorly fitted or top-dose-only effect, or effect the other way, or a change in a side signal; inactive = no such curve, though single readings can be large or run the other way; the % refers to the polarisation; also: potency is read from the fitted curve at half-maximal effect; % of control where 0% means no effect; many of its hits are not listed in these tables
Eya2 inh = inhibitors of human Eya2 phosphatase activity | O00167 | recombinant Eya2, OMFP fluorescence dephosphorylation (OMFP is methylfluorescein phosphate) | Potency, µM (top dose mostly 76.9 µM), for inactives: top-dose activity, negative = inhibition, actives largely listed as inhibitors | actives 0.006% (n = 330,000); also: potency is read from the fitted curve at half-maximal effect; % is scaled to controls: 0 for no effect and ±100 for the full control effect
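Eya2 protein (added as 0.2 uM solution) was preincubated with compound for 10 min at ambient temperature in 50 mM HEPES pH 7.5, 50 mM NaCl, 5 uM MgCl2, 0.05% BSA, 1 mM DTT. OMFP (added at 50 uM) then reacted 10 min; fluorescence read at 485/525 nm.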
PKM2 act = PKM2 (human) enzyme activation | P14618 | purified PKM2, Kinase-Glo ATP luminescence, activation; response scale: 0% is enzyme alone, no compound | Potency, µM (highest dose often 57.5 µM), for inactives: top-dose activation, usual class: activators | actives 0.34% (n = 260,000); also: potency is read from the fitted curve at half-maximal effect; % is scaled to controls: 0 for no effect and ±100 for the full control effect; nearly all actives have a fitted effect of over 55% in size
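ATP formation by purified human PK-M2, quantified via coupled luciferase luminescence after 1 h at room temperature with 0.1 mM ADP and 0.5 mM PEP final.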
GALK inhibitor = inhibitors of human galactokinase; P51570; Purified GALK, Kinase-Glo residual ATP luminescence; actives 0.007% (n = 270,000); Potency, µM (doses to about 57.5 µM), for inactives: at the highest dose activity change, negative = inhibition, hits mostly inhibitors; also: potency is read from the fitted curve at half-maximal effect; % is scaled to controls: 0 for no effect and ±100 for the full control effect
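The enzyme phosphorylates galactose (100 uM) using ATP (35 uM); inhibition is detected as higher residual ATP, quantified by bioluminescence after 1 h reaction at room temperature, pH 8.0.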
ASM inhibitor = human S-ASM enzyme inhibition; placental ASM, HMU-PC fluorogenic substrate, 60 min; Potency, µM (titrated, usually from 57.5 µM), without a hit: at the top dose activity change, negative = inhibition, actives largely listed as inhibitors; actives 0.006% (n = 340,000); AID 504937; also: potency is read from the fitted curve at half-maximal effect
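Fluorescence read-out (Ex 386 nm, Em 447 nm) after stopping the reaction at pH 10. Enzyme: ASM from human placenta; substrate HMU-PC0, 9 uM final; 60 min, 37 °C. Compound preincubation 10 min, ambient temperature.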
KCNH2 WT inh = inhibitors of human wildtype KCNH2 potassium channel. U2OS, BacMam KCNH2, thallium flux FluxOr; active compounds read low. activity change, % at 1.84 µM. actives 0.37% (n = 340,000). AID 720551;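 active = maximum activity change below -70%; inconclusive = maximum activity change between -70% and -50%; inactive = maximum activity change above -50%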; also: % is scaled to controls: 0 for no effect and ±100 for the full control effect
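U2OS cells transduced with wild-type KCNH2 virus are loaded with FluxOr dye for 45 min, and thallium flux is measured in kinetic reads before and after stimulation buffer. Rate constants are normalized to DMSO controls.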
MBNL1 CUG block = MBNL1-poly(CUG) RNA binding inhibition. Q9NR56. TR-FRET MBNL1-His/biotin-(CUG)12 binding, 665/545 ratio. Potency, µM (highest dose often 57.5 µM), for the others: top-dose activity change, negative = inhibition, actives largely listed as inhibitors. actives 0.036% (n = 280,000). AID 2675; active = well fitted inhibition curve with a large enough effect in the signal ratio, with a control signal flat, not every such curve was filed as active; inconclusive = small, poorly fitted or top-dose-only effect, or effect the other way, or a change in a side signal; inactive = no such curve, though single readings can be large or run the other way; the % refers to the signal ratio; also: potency is read from the fitted curve at half-maximal effect; % is scaled to controls: 0 for no effect and ±100 for the full control effect
Target sequence (Q9NR56 whole entry, looked up): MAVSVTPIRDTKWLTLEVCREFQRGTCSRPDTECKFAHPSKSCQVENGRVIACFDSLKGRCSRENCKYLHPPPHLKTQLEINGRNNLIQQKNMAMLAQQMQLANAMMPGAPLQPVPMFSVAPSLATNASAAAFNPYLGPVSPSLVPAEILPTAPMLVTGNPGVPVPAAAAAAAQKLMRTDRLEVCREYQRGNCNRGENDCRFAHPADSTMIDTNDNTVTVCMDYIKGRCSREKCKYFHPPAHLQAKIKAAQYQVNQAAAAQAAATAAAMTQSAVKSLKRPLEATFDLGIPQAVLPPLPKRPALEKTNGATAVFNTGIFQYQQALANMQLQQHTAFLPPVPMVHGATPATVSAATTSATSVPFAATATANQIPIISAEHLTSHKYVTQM
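TR-FRET readout: Ex 340 nm, 665/545 nm emission ratio, normalized to buffer-only (basal) and MBNL1-(CUG)12 controls. Complex of MBNL1-His with Biotin-(CUG)12, compounds 92 nM–58 uM, incubated 60 min at room temperature.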
BCR signal inh = inhibitors of chronic active B-cell receptor signaling; ABC-DLBCL IkBa-CBG/CBR reporter, luminescence ratio, 4 h; Potency, µM (series often up to 46.1 µM), inactives show top-dose ratio change, negative = lower green/red ratio, actives largely listed as inhibitors; actives 0.05% (n = 340,000); AID 493014; active = well fitted inhibition curve with a large enough effect in the signal ratio, with a control signal flat, not every such curve was filed as active; inconclusive = small, poorly fitted or top-dose-only effect, or effect the other way, or a change in a side signal; the % refers to the signal ratio;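 also: potency is read from the fitted curve at half-maximal effect; plate controls were basal doxycycline-induced cells for no effect and cells given 10 µM MG132 for full effect; MG132 reads +100%, hits lower the ratio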
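Cell line TMD8 (human ABC DLBCL), stably expressing tet-inducible CBG68-IkBa fusion and CBR; IMDM/0.5% FBS; cpd up to 46 uM; dox induction, 4 h, 37C/5% CO2; dual luminescence; green/red ratio; MG132 control.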
Mito fusion yeast = inhibitors of mitochondrial division or activators of mitochondrial fusion; AID 485298; actives 0.23% (n = 320,000); S. cerevisiae fusion-defective mutant growth rescue, CellTiterGlo 48 h; Potency, µM (highest dose often 46.1 µM), for inactives: at the highest dose growth rescue (activation), usual class: activators;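 also: potency is read from the fitted curve at half-maximal effect; % of control where 0% means no effect; nearly all actives have a fitted effect of over 45% in size; temperature-sensitive fusion mutants such as fzo1-1 at 37 °C on non-fermentable ethanol glycerol medium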
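Compounds are tested for their ability to restore growth of mitochondrial fusion-defective yeast strains at non-permissive 37C in YPEG medium over 48 hours. Viability is quantified by luciferase luminescence.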
Numbers without * were called inactive; i = inactive; ? = inconclusive; · = not tested or not shown; [ ] = remark or other dose. Unless noted, calls follow the shape of the dose curve; as a rule, active = well fitted curve in the direction sought with a large enough effect; inconclusive = small, poorly fitted or top-dose-only effect, or another doubt; inactive = no such curve, though single readings can be large; an effect the other way counts as inactive or inconclusive.

SMILES	TSHR antagonist	USP2a inh	Menin-MLL TR inh	Eya2 inh	PKM2 act	GALK inhibitor	ASM inhibitor	KCNH2 WT inh	MBNL1 CUG block	BCR signal inh	Mito fusion yeast
Cc1ccc(C)c(NC(=O)CCc2c(C)nn(-c3ccc(N4CCCCC4)nn3)c2C)c1	-12	3%	-4%	4%	·	4%	2%	-6	2%	-28%	-8%
CCOc1ccccc1NC(=O)/C=C/c1ccc(S(=O)(=O)N2CCOCC2)cc1	6	-1%	·	-17%	·	·	-6%	-5	·	?	9%
CCCN(CC1CC1)C(=O)CSc1ncnc2sc(C)c(C)c12	-31	-4%	-15%	6%	-1%	1%	-1%	-4	-3%	6%	13%
Cn1cnnc1SCC(=O)c1ccc2c(c1)OCO2	-2	4%	-10%	-5%	1%	0%	0%	13	-1%	-8%	-2%
c1cc(-c2nsc(-c3ccncc3)n2)ccn1	4	4%	·	-18%	-5%	-2%	2%	-5	?	2%	12%
O=C(CCC(=O)OCC(=O)c1cccc([N+](=O)[O-])c1)Nc1ccccc1Cl	5	4%	-1%	-24%	-1%	-1%	-4%	7	?	-6%	1%
COC(=O)C1=CN(C(C)C)C=C(C(=O)OC)C1c1cc(Br)c(OC)c(OC)c1	3	-12%	3%	-4%	-15%	1%	i	-3	26%	-9%	24%
Cc1onc(-c2ccccc2Cl)c1C(=O)Nc1ccc(S(=O)(=O)NCC2CCCO2)cc1 (stereo not drawn)	8	0%	4%	16%	5%	-2%	-1%	-3	-5%	6%	0%
Nn1cnc2scc(-c3ccco3)c2c1=O	7	-1%	9%	-2%	?	0%	-1%	-10	16%	?	-5%
CCCC(=O)Nc1cccc(NC(=O)c2ccccc2Br)c1	-4	1%	-13%	-25%	0%	-1%	2%	3	-2%	0%	7%
COc1cc(S(=O)(=O)N(Cc2cccnc2)Cc2cccc(OC)c2OC)ccc1-n1cnnn1	0	2%	·	4%	-1%	0%	-3%	2	-14%	-2%	3%
Cc1ccc(C)c(NC(=O)CSc2c(C)n[nH]c2C)c1	-5	10%	1%	?	1%	1%	-2%	-20	0%	12%	-1%
O=C(NNC(=O)c1ccccc1Br)c1ccc(Cl)cc1	6	-5%	-12%	-1%	-11%	4%	0%	-19	1%	?	0%
O=C(COc1ccccc1)Nc1cccc(-c2nc3ccccc3[nH]2)c1	6	-1%	?	-15%	1%	-1%	-12%	0	-4%	?	23%
Cc1onc(-c2ccccc2)c1C(=O)Nc1cccc(C#N)c1	17	0%	17%	10%	-3%	0%	-9%	-6	-2%	9%	7%
CCOC(=O)C1(CCCc2ccccc2)CCN(C(=O)CSC)CC1	2	-2%	?	3%	3%	-1%	1%	8	1%	?	-2%
COc1cc(NC(=O)[C@H]2CCCN2S(=O)(=O)c2cccc3cccnc23)cc(OC)c1OC	-5	0%	·	7%	·	·	-1%	-12	·	0%	1%
CCOc1ccc(NC(=O)CSc2nnc(C)n2CCCOC)cc1	-9	2%	-7%	-9%	-6%	0%	5%	5	-6%	0%	-5%
O=[N+]([O-])c1ccc(S(=O)(=O)Nc2ccc(-c3ccc(N4CCOCC4)nn3)cc2)cc1	-20	-1%	·	-4%	·	·	-7%	-4	·	2%	4%
CCOC(=O)Cn1nc(-c2ccccc2)c2ccccc2c1=O	0	7%	·	-12%	3%	-1%	-4%	-9	-1%	-14%	3%
CC(C)C(=O)Nc1nnc(S(=O)(=O)N2CCCc3ccccc32)s1	2	4%	31%[activator]	-2%	-1%	·	1%	-18	5%	-4%	4%
Cc1nc(-c2nc(CC(=O)NNC(=O)c3ccc(Cl)cc3)cs2)cs1	3	-1%	·	-1%	-9%	5%	3%	1	1%	5%	7%
S=C(NCCc1ccccc1)Nc1cnc2ccccc2c1	-2	2%	1%	-4%	?	9%	-4%	-7	14%	1%	3%
O=C(CC1SCCNC1=O)Nc1cccc(C(F)(F)F)c1 (stereo not drawn)	6	0%	?	1%	-4%	4%	-1%	-8	-17%	5%	4%
CCC(C)(C)n1nnnc1C(c1cc2cc3c(cc2[nH]c1=O)OCO3)N1CCCCC1 (stereo not drawn)	4	-1%	1%	?	-2%	-2%	99%[activator]	-2	-1%	1%	-1%
COc1cc(NC(=O)c2cc3c(=O)n(C)c4ccccc4c3n2C)cc(OC)c1OC	1	0%	-5%	-12%	-12%	2%	8%	-2	?	14%	2%
COc1ccccc1NC(=O)c1ccc(-c2ccc(Br)cc2)o1	-10	-1%	2%	-26%	7%	0%	59%	29	70%[activator]	3%	1%
CN(CC(=O)N1CC(=O)N(CCc2ccccc2)C(=O)C1)S(=O)(=O)c1cccc2nsnc12	-9	1%	4%	13%	-7%	0%	-2%	-6	?	4%	2%
COCCN(CC(=O)Nc1ccccc1C(F)(F)F)C(=O)c1ccc(-n2cccn2)cc1	-32	1%	·	-12%	·	·	0%	-3	·	?	3%
CCC(C)(C(=O)NC1CCCC1)N(C(=O)CNC(C)=O)c1ccc(C)cc1 (stereo not drawn)	1	-4%	0%	-9%	-5%	-1%	5%	0	0%	?	-1%
Cc1ccc(NC(=O)Nc2ccc(F)c(Cl)c2)cc1	-14	0%	?	-10%	-5%	0%	-1%	11	0%	?	8%
Cc1cc(C)c(NC(=O)COc2ccccc2C(=O)Nc2ccc3c(c2)oc2ccccc23)c(C)c1	-13	2%	?	-17%	-4%	3%	15%	-1	-13%	·	1%
c1ccc(-c2ccc(OCCCNC3CCCC3)cc2)cc1	4	1%	-28%	5%	-2%	6%	-3%	-10	-2%	?	-28%
Cc1c(N(C(=O)c2cc(=O)[nH]c3ccccc23)C(C)C)c(=O)n(-c2ccccc2)n1C	6	-2%	13%	4%	2%	0%	3%	-13	2%	-7%	-3%
CCc1nc2nc(C)c(NS(=O)(=O)c3ccc(Cl)cc3)c(=O)n2[nH]1	-1	-4%	-1%	9%	1%	1%	-7%	-1	-6%	-2%	-14%
CC1(C)CC(NC(=O)c2ccc(Cl)cc2)CC(C)(C)N1	-8	4%	4%	7%	-2%[11.5 µM]	0%	-2%	32	-5%	1%	0%
COc1ccc(C(Nc2ccccn2)c2c(NC(=O)c3ccco3)sc(C)c2C)cc1OC (stereo not drawn)	-6	0%	14%	0%	5%	1%	2%	-18	-5%	?	10%
CC1Cc2ccccc2N1CC(=O)NC(=O)NCc1ccccc1 (stereo not drawn)	3	0%	-7%	-8%	0%	0%	2%	1	1%	-6%	-1%
CSc1ncccc1C(=O)N1CCCC(C(=O)c2cc(F)ccc2F)C1 (stereo not drawn)	-8	1%	-5%	-8%	0%	-1%	-3%	10	14%	5%	1%
COc1ccc(-n2c(N)c(C(=O)NCc3ccco3)sc2=S)cc1	-9	0%	11%	24%	14%	-1%	-4%	-3	?	-7%	3%
CN(C)S(=O)(=O)c1ccc(Cl)c(NC(=O)COC(=O)c2ccc(O)cc2)c1	-10	1%	26%	-9%	0%	10%	-3%	13	-11%	?	5%
Cc1cc(-c2ccccc2)c2c(=O)[nH][nH]c2n1	-7	1%	6%	2%	-3%	1%	0%	-29	13%	?	3%
COC(=O)c1ccccc1NC(=S)NC(=O)c1ccccc1F	-10	4%	-18%	5%	2%	0%	7%	1	-1%	?	-7%
Cc1c(NC(=O)c2cccc(NC(=O)Cc3ccc(Cl)cc3)c2)c(=O)n(-c2ccccc2)n1C	1	4%	·	-2%	·	·	2%	0	·	?	-1%
COc1ccccc1CN(C)C(=O)C1COc2ccccc2O1 (stereo not drawn)	1	3%	1%	-2%	-2%	0%	3%	-2	0%	8%	-2%
COc1ccc(S(=O)(=O)N2CCC(C(=O)NCCN3CCOCC3)CC2)cc1	23	4%	·	10%	·	-5%	1%	-9	-8%	5%	3%
Cn1nc(-c2ccc(C(=O)Nc3ccc(F)cc3)cc2)c2ccccc2c1=O	5	1%	28%	1%	-31%	1%	-2%	-5	2%	1%	2%
CCCCN(C(=O)CSc1nncn1-c1ccccc1OC)c1c(N)n(Cc2ccccc2)c(=O)[nH]c1=O	-7	-1%	-7%	3%	12%	1%	0%	-2	-7%	?	8%

These rows are one share of the data; rates above refer to the full screens.
